S1P4 antagonist: antagonists of human S1P4 receptor; O95977; AID 1510; inhibition, % at 4.98 µM; S1P4-expressing cells, antagonist mode, reporter read-out; 220,000 tested, 0.26% active; in the data active means inhibition above about 29%;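 further: 0% = wells stimulated with agonist and 100% = vehicle wells without agonist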
Target sequence (O95977 whole entry, looked up): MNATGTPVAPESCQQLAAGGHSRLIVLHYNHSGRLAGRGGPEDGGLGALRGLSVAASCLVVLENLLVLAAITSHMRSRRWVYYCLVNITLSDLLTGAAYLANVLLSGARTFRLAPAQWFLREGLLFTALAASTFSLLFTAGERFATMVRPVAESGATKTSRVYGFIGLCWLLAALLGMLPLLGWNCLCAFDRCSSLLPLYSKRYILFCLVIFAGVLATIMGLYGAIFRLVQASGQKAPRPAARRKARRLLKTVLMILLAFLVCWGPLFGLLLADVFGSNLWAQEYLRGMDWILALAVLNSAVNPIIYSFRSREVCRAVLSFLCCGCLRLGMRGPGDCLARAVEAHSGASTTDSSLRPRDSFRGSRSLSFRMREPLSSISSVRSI
PERK inh: inhibitors of human PERK kinase; 220,000 tested, 0.17% active; CHO PERK-DD fusion, SEAP luminescence translation reporter; Q9NZJ5; inhibition, % at 5.6 µM; AID 1416;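 active means inhibition above the mean inhibition of all tested compounds plus 3 SD, set separately per screening campaign, cut at about 2.9% in these data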;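 further: PERK kinase domain activated by AP20187 dimerizer at 100 nM; 0% = DMSO with dimerizer and 100% = rapamycin at 8.4 µM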
NPY2 pot ag: human NPY-Y2 potentiation or agonism, primary screen; P49146; activation, % at 3.6 µM; cells expressing NPY-Y2, potentiator/agonist read-out; 220,000 tested, 0.45% active; in the data active means activation above about 27%;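 further: cells stimulated with NPY near EC25 plus isoproterenol at EC100; 0% = vehicle plus submaximal agonist and 100% = vehicle plus saturating agonist; some results beyond the cut were filed as inactive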
eIF4E 4G PPI: blocks eIF4E binding to eIF4G | AID 782 | 220,000 tested, 0.37% active | TR-FRET eIF4E-eIF4GI(517-606) binding, 2 h | inhibition, % at 21.7 µM | P63073+Q04637;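 active means inhibition above about 30%, limit read from the data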;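 further: 0% = full FRET control wells and 100% = background wells lacking eIF4GI fragment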
MDM2 E3 inh: Mdm2 E3 ligase (human) inhibition; Q00987; 210,000 tested, 0.11% active; AID 1230; cell-based MDM2 ubiquitination luciferase reporter, 2 h; 0 = plate control, 100 = twice control, blank-subtracted; signal enhancement, % at 5 µM;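 active means signal enhancement of 30% or more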;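 further: luminescence tracks abundance of the self-degrading MDM2-luciferase fusion protein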
Target sequence (Q00987 whole entry, looked up, the tested form may be a part): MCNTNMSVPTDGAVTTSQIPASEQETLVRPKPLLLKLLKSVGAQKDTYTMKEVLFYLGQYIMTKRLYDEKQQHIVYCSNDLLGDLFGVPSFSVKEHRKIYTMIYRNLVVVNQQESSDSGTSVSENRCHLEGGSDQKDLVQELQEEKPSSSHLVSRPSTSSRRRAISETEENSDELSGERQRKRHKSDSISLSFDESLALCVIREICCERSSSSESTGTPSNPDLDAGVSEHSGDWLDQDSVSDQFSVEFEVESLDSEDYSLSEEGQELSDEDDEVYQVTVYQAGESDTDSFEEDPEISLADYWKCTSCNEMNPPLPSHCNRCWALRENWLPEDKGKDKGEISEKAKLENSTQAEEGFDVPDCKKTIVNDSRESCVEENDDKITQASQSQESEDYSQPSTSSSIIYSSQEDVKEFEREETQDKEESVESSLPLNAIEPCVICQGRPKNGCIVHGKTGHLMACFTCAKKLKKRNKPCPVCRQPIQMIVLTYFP
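Assay system: mammalian cells stably expressing self-ubiquitinating, self-degrading MDM2 E3–luciferase fusion. Quantity: 2000 cells in each well. Medium: DMEM culture medium. Compound dosing: single-point 5 µM. Timing: cell settling 4 h, compound treatment 2 h, both 37 °C. Technique: luciferase luminescence. Read-out basis: percent signal gain over controls, blank-subtracted. Benchmarks: plate controls and plate blanks.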
Wee1 degr inh: blocks degradation of human Wee1 kinase; P30291; HeLa Luc-Wee1K328M stability, luciferase luminescence; 100% = proteasome inhibitor MG132 effect; reporter increase, % at 5 µM; 220,000 tested, 1.2% active;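 active means activation above the mean of all tested compounds plus 3 SD, set per screening run, cut at about 8.8% in these data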;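 further: cells exposed to compound for 20 h before luminescence read; 0% = DMSO alone and 100% = MG132 at 30 µM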
Ba/F3 V617F tox: reduce viability of Ba/F3 cells dependent on JAK2V617F; Ba/F3 EpoR-JAK2V617F viability, ATP luminescence; 220,000 tested, 1.1% active; inhibition, % at 5.6 µM;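 active means inhibition above the campaign mean plus 3 SD over all tested compounds, cut at about 24% in these data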;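 further: cytokine-independent growth of Ba/F3 cells driven by EpoR plus mutant JAK2; 0% = DMSO-treated cells and 100% = JAK inhibitor I control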
S1P4 ag: agonists of human S1P4 receptor. 220,000 tested, 0.35% active. activation, % at 4.98 µM. S1P4-expressing cell line, agonist reporter assay; in the data active means activation above about 11%;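 further: 0% = DMSO vehicle and 100% = reference agonist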
BaF3 parental: counter-screen for JAK2V617F inhibitors: parental Ba/F3 viability inhibitors; 220,000 tested, 1.1% active; AID 1486; inhibition, % at 5.6 µM; CellTiter-Glo ATP luminescence;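 active means inhibition above a per-campaign cutoff, the mean inhibition of all tested compounds plus 3 SD, cut at about 27% in these data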;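 further: 0% = DMSO wells and 100% = JAK Inhibitor I control wells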
* = called active by the depositor; . = not tested or not shown; [ ] = another dose, or the depositor's remark.

SMILES | S1P4 antagonist | PERK inh | NPY2 pot ag | eIF4E 4G PPI | MDM2 E3 inh | Wee1 degr inh | Ba/F3 V617F tox | S1P4 ag | BaF3 parental
CCOC(=O)c1cn2nc(-c3ccc(OCC)cc3)cc2nc1C1CCN(C(=O)OC(C)(C)C)CC1 | 7 | 0.2 | -7 | -6 | -4 | 0 | -1 | -2.0 | 4
O=C(Nc1ccc(F)cc1)Nc1ccccc1F | 4 | -0.6 | -13 | 1 | -16 | 0 | 6 | -1.9 | 7
COc1cc(-c2ccc(NC(=O)CN3CCCCC3)c(OC)c2)ccc1NC(=O)CN1CCCCC1 | 9 | -0.9 | -5 | . | . | 8.9* | 3 | 5.3 | 2
C[C@]12C[C@H](O)[C@@H]3c4ccc(O)cc4CCC3[C@@H]1CCC2=O (some centres undefined) | -4 | 2.6 | -22 | -3 | -12 | 2 | -3 | -2.7 | -1
CCn1c(=O)c(C(=O)CN(C)Cc2cccc(OC)c2OC)c(N)n(Cc2ccccc2)c1=O | -32 | -0.9 | -5 | 1[fluorescence artefact?] | -15 | -3 | -2 | -1.1 | 1
Cc1c(CNCCc2ccc(Cl)cc2)c(C(=O)O)c(C)n1Cc1ccccc1 | -9 | -0.3 | -10 | -3 | -11 | 0 | -2 | -0.3 | 3
Cc1ccc(S(=O)(=O)CC(=O)c2ccc([N+](=O)[O-])cc2)cc1 | -8 | 0.0 | -2 | 1 | -6 | -1 | 0 | 0.8 | 2
Cc1ccc(NC(=O)Cc2c[nH]c3ccccc23)cc1S(=O)(=O)N1CCCCCC1 | -5 | -0.5 | 11 | 2[fluorescence artefact?] | 4 | 4 | -3 | -0.3 | 6
CC(=O)Nc1ccc(NC(=S)Nc2ccc(F)cc2)cc1 | 2 | 0.8 | -2 | -1 | -18 | 2 | -4 | -1.0 | 5
C/C(=C/C(=O)N1CCc2ccccc21)C(=O)O | -8 | 0.4 | -11 | -1[fluorescence artefact?] | -20 | 4 | 4 | 0.4 | 13
CCN(CC)S(=O)(=O)c1cccc(-c2nnc(SCc3nnc(-c4cccs4)o3)n2N)c1 | -5 | 1.1 | -6 | 5 | -17 | -2 | 1 | 1.1 | 6
O=C(CCc1ccccc1)Nc1ccncc1 | 0 | 1.4 | 6 | -14 | -6 | -4 | -3 | -0.9 | -4

The last five records of the section above lead into the next.
SMILES | S1P4 antagonist | PERK inh | NPY2 pot ag | eIF4E 4G PPI | MDM2 E3 inh | Wee1 degr inh | Ba/F3 V617F tox | S1P4 ag | BaF3 parental
Cc1ccc(NC(=O)Cc2c[nH]c3ccccc23)cc1S(=O)(=O)N1CCCCCC1 | -5 | -0.5 | 11 | 2[fluorescence artefact?] | 4 | 4 | -3 | -0.3 | 6
CC(=O)Nc1ccc(NC(=S)Nc2ccc(F)cc2)cc1 | 2 | 0.8 | -2 | -1 | -18 | 2 | -4 | -1.0 | 5
C/C(=C/C(=O)N1CCc2ccccc21)C(=O)O | -8 | 0.4 | -11 | -1[fluorescence artefact?] | -20 | 4 | 4 | 0.4 | 13
CCN(CC)S(=O)(=O)c1cccc(-c2nnc(SCc3nnc(-c4cccs4)o3)n2N)c1 | -5 | 1.1 | -6 | 5 | -17 | -2 | 1 | 1.1 | 6
O=C(CCc1ccccc1)Nc1ccncc1 | 0 | 1.4 | 6 | -14 | -6 | -4 | -3 | -0.9 | -4
O=[N+]([O-])c1cc(S(=O)(=O)C(F)(F)F)ccc1Sc1nc2ccccc2[nH]1 | 33* | -2.4 | -10 | -1 | -14 | 0 | 0 | -0.7 | 6
CCCSC(=S)NC1CCS(=O)(=O)C1 (centres undefined) | 12 | 0.9 | 5 | 0 | -10 | -3 | -3 | 2.1 | -2
OCCN(CCO)c1ncnc2c1sc1nc(N3CCOCC3)c3c(c12)CCCC3 | -10 | -0.6 | 8 | 3[fluorescence artefact?] | -15 | 14* | -2 | -2.5 | 3
CCOc1ccc(OCCSc2nc3ccccc3c(=O)[nH]2)cc1 | 8 | 0.1 | 5 | -11[fluorescence artefact?] | -15 | 2 | -3 | 1.5 | 3
CN1CCN(c2cc3c(cc2F)c(=O)c(C(=O)O)cn3CCF)CC1 | 2 | 0.5 | -5 | 3 | -18 | -1 | -1 | 0.7 | 3
CCOc1cc(/C=N/O)ccc1OCc1ccc(C)cc1 | -7 | 0.8 | -5 | 3 | -15 | 1 | -3 | -1.2 | 4
CCc1cccc(N(C(=O)c2csnn2)C(C(=O)NC(C)(C)C)c2ccncc2)c1 (centres undefined) | -12 | -0.2 | -1 | -1 | -5 | -2 | -2 | -0.1 | 7
COc1ccc(C(=S)Nc2ccc(N(C)C)cc2)cc1 | 0 | 0.8 | 3 | 0 | -2 | 8 | 1 | -1.3 | 3
CN(C)c1oc(-c2ccco2)nc1C#N | -6 | 0.9 | -7 | 20 | -4 | 0 | 0 | 1.8 | 2
CC(=O)c1ccc(NC(=O)CSc2ccc(-c3ccc4c(c3)OCO4)nn2)cc1 | -25 | 1.1 | 17 | 5 | -18 | 0 | -3 | 3.1 | 3
C=CCn1c(SCC(=O)NCc2ccc3c(c2)OCO3)nnc1C1CCCCC1 | -32 | -0.3 | -7 | -6 | -2 | 1 | -4 | -0.5 | 1
Cc1cc(C)c(NC(=O)c2cn3c4c(c(N5CCN(C)CC5)c(F)cc4c2=O)OCC3C)c(C)c1 (centres undefined) | -10 | -0.9 | 1 | -1 | -7 | 1 | -3 | -1.2 | 6

Some values from above:
`O=[N+]([O-])c1cc(S(=O)(=O)C(F)(F)F)ccc1Sc1nc2ccccc2[nH]1` @ BaF3 parental = 6
`CN1CCN(c2cc3c(cc2F)c(=O)c(C(=O)O)cn3CCF)CC1` @ Ba/F3 V617F tox = -1
`CCCSC(=S)NC1CCS(=O)(=O)C1` (centres undefined) @ PERK inh = 0.9

Further compounds follow:
SMILES | S1P4 antagonist | PERK inh | NPY2 pot ag | eIF4E 4G PPI | MDM2 E3 inh | Wee1 degr inh | Ba/F3 V617F tox | S1P4 ag | BaF3 parental
O=C(Nc1ccccc1C(=O)N1CCCCCC1)c1ccccc1Cl | 5 | 0.7 | -10 | 1 | -2 | -4 | 3 | -0.7 | 7
COC(=O)Cc1ccc(NC(=S)N2CCN(c3ccc(OC)cc3)CC2)cc1 | -4 | 1.7 | 2 | 1 | 9 | -2 | 0 | 3.1 | 4
COc1cc2c(C(=O)N3CCN(c4cccc(Cl)c4)CC3)cn(C)c(=O)c2cc1OC | -5 | -0.8 | -11 | 5 | -6 | 0 | -1 | -5.3 | 1
O=C(O)CCCC(=O)Nc1ccn(-c2ccccc2)n1 | -24 | 0.7 | 8 | 0 | -3 | -2 | -1 | 0.4 | 9
O=C(COc1ccc2ccccc2c1)N/N=C/C1CC=CCC1 (centres undefined) | -7 | 1.8 | -10 | 3 | -19 | -2 | 4 | 1.3 | -1
NC(=O)C1CCCN(C(=S)NCc2ccc3c(c2)OCO3)C1 (centres undefined) | 4 | 0.2 | -18 | -1 | -21 | 5 | 6 | -2.6 | 12
C/C(=N\NC(=O)Cc1ccccc1)c1cccs1 | -5 | 0.6 | -8 | 1 | 9 | -1 | 3 | 4.1 | 9
CCOC(=O)c1ccc(N2CCN(c3ccccc3F)CC2)c(NC(=O)Nc2cccc(OC)c2)c1 | -3 | -0.5 | -11 | 0 | -11 | -4 | 1 | -0.9 | 1
Cc1nnc(NC(=O)c2ccco2)s1 | -9 | 1.2 | 3 | 2 | -19 | -1 | -1 | 0.5 | 2
Cc1cccc(C)c1NC(=O)CN(C)C(=O)C(c1ccccc1)c1ccccc1 | 0 | -0.5 | 4 | -4 | -3 | 6 | 1 | -0.1 | 3
O=C(Nc1ccc(Oc2ccc(NC(=O)Nc3ccccc3Cl)cc2)cc1)Nc1ccccc1Cl | 4 | 0.4 | -16 | 5 | -8 | 0 | -2 | -4.4 | 1
COC(=O)C(C)N(C#N)c1nc(C)cc(C)n1 (centres undefined) | 3 | 0.8 | -1 | -1 | -3 | -2 | 3 | 0.3 | 6

Molecules above that have a thiophene ring, fused or not, in the order listed:
SMILES | S1P4 antagonist | PERK inh | NPY2 pot ag | eIF4E 4G PPI | MDM2 E3 inh | Wee1 degr inh | Ba/F3 V617F tox | S1P4 ag | BaF3 parental
CCN(CC)S(=O)(=O)c1cccc(-c2nnc(SCc3nnc(-c4cccs4)o3)n2N)c1 | -5 | 1.1 | -6 | 5 | -17 | -2 | 1 | 1.1 | 6
OCCN(CCO)c1ncnc2c1sc1nc(N3CCOCC3)c3c(c12)CCCC3 | -10 | -0.6 | 8 | 3[fluorescence artefact?] | -15 | 14* | -2 | -2.5 | 3
C/C(=N\NC(=O)Cc1ccccc1)c1cccs1 | -5 | 0.6 | -8 | 1 | 9 | -1 | 3 | 4.1 | 9

Later entries
SMILES | S1P4 antagonist | PERK inh | NPY2 pot ag | eIF4E 4G PPI | MDM2 E3 inh | Wee1 degr inh | Ba/F3 V617F tox | S1P4 ag | BaF3 parental
CC(=O)NC(CCS(C)(=O)=O)C(=O)Nc1ccc(Oc2ccccc2)cc1 (centres undefined) | -14 | 0.8 | 2 | 1[fluorescence artefact?] | -3 | 1 | 0 | 6.8 | 4
CC1(C)O[C@@H]2[C@@H](CO[C@@]3(COS(N)(=O)=O)OC(C)(C)O[C@@H]23)O1 | 18 | 1.3 | 0 | -1 | . | -3 | -3 | 0.0 | -9
COc1cc2c(cc1OC)CN(C(=O)C(C)(C)C)CC2 | -4 | -0.6 | 10 | 6 | -1 | 1 | -4 | -2.2 | 1
O=C(CN1C(=O)CSC1=O)Nc1ccc(C(=O)O)cc1 | -5 | -0.3 | -6 | 2 | -5 | 2 | -1 | 0.4 | 7
COc1ccc(N2CCN(CCCNS(=O)(=O)c3ccc4c(c3)oc(=O)n4C)CC2)cc1 | -8 | 0.4 | 10 | -4[fluorescence artefact?] | -4 | 3 | -4 | 2.0 | 7
COc1cc(CC(C#N)(CO)c2nc3ccccc3[nH]2)ccc1OC(F)F (centres undefined) | -18 | -1.2 | -2 | -6 | 5 | -2 | 4 | 0.9 | 13
COc1ccc(OC)c(C(c2nnnn2Cc2ccccc2)N2CCC(C(N)=O)CC2)c1 (centres undefined) | -4 | -0.3 | -3 | 24 | -19 | 1 | -2 | -1.9 | 3
S=c1nc(-c2ccco2)[nH][nH]1 | -6 | 0.2 | 2 | 5[fluorescence artefact?] | -11 | -1 | -4 | 1.2 | -1
COc1cc(/C=C/C(=O)N(C)c2ccccc2C(=O)O)cc(OC)c1OC | 3 | 0.9 | 8 | 3 | 0 | 3 | -1 | -0.4 | -1
CCc1nnc(SCc2ccc(OC)c(Br)c2)n1N | -13 | 0.4 | 1 | 4 | -4 | -1 | -4 | 1.1 | 3
C=CCNC(=O)NC(=O)COC(=O)c1ccccc1Sc1ccc(C(F)(F)F)cc1[N+](=O)[O-] | 5 | 0.6 | 3 | 2 | -15 | 0 | -3 | -0.5 | 0
O=C(COC(=O)c1cc(Br)ccc1Cl)NC1CC1 | -12 | 0.8 | 6 | 4 | -12 | -2 | -2 | -0.1 | 8
COC(=O)CC1C(=O)NC(C)=C1C(=O)OC (centres undefined) | -9 | 0.9 | -7 | 1 | -56 | -4 | -1 | -0.8 | -4
CCC(C)C(NC(=O)C(N)CC(C)C)C(=O)NC(CCC(=O)OCc1ccccc1)C(N)=O (centres undefined) | 3 | 0.2 | -11 | -1 | -4 | 1 | -2 | 2.9 | 2
CC(C)Oc1ccc(C(=O)OC(C)C(=O)Nc2nc(-c3cccc([N+](=O)[O-])c3)cs2)cc1 (centres undefined) | 4 | 0.8 | 5 | 1[fluorescence artefact?] | -8 | 1 | -1 | 1.1 | 5

Screens as filed in PubChem.
